# Bioassay records from PubChem.
# Bcl-2 Bim block: inhibitors of Bim-Bcl-2 interaction, human; P10415; Bead-based flow cytometry, Bim peptide-Bcl-2 binding; inhibition, % at 10 µM; 190,000 compounds, 0.06% hits; AID 950; in the data active = inhibition above about 40%; inconclusive = no clear call, values can overlap the other calls;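 note: 0% = no compound wells with probe peptide and 100% = reference peptide inhibitor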
# RGS8-Gao: modulates binding of RGS8 to human Galphao. P09471. multiplexed bead flow cytometry; actives lie on both sides. response (percent of control binding), % at 10 µM. 220,000 compounds, 0.34% hits. AID 1423; in the data active = response below about 60% or above about 140%; inactive = in between;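 note: Galphao activated as the GDP aluminium fluoride complex binding bead-coupled RGS8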
# Target sequence (P09471 whole entry, looked up): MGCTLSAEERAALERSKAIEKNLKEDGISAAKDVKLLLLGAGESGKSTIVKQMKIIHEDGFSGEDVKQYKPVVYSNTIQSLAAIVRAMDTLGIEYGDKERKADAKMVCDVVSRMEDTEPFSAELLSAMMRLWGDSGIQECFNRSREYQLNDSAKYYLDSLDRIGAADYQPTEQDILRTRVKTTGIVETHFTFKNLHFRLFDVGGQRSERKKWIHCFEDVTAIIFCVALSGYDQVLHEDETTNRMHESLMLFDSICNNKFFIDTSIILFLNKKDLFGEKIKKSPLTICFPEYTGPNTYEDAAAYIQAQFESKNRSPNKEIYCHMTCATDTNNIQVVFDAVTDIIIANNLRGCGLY
# RGS4-Gao reg: modulates binding of RGS4 to human Galphao | P09471 | Multiplexed bead flow cytometry; actives lie on both sides | binding response (% of control), % at 10 µM | 220,000 compounds, 0.33% hits | AID 1415; in the data active = binding response below about 49% or above about 150%; inactive = in between;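 note: fluorescent Galphao activated with aluminum fluoride binding bead-coupled RGS4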
# Bim-Bcl-W: inhibitors of Bim-Bcl-W interaction, human; Q92843; bead-based flow cytometry, Bim peptide-Bcl-W binding; inhibition, % at 10 µM; 190,000 compounds, 0.02% hits; AID 952;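 note: 0% = bound tracer without compound and 100% = peptide blocker; higher means less fluorescent Bim peptide bound to Bcl-W beads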
# Target sequence (Q92843 whole entry, looked up): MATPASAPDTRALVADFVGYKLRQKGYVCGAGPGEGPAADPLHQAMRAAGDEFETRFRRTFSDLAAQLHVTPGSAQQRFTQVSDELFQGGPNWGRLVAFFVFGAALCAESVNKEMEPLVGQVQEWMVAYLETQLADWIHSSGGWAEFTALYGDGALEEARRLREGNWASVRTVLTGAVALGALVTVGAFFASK
# Bfl-1 Bim block: inhibitors of Bim-Bfl-1 interaction, human | AID 1008 | Q16548 | Bead-based flow cytometry, Bim-Bfl-1 binding inhibition | 190,000 compounds, 0.12% hits | inhibition, % at 10 µM;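 note: 0% = wells without compound plus tracer and 100% = blocker peptide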
# Bcl-B Bim block: human Bim-Bcl-B interaction inhibition; bead-based flow cytometry, Bim peptide-Bcl-B binding; inhibition, % at 10 µM; 190,000 compounds, 0.073% hits; AID 951;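 note: 0% = tracer peptide without compound and 100% = reference inhibitor peptide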
# Target sequence (Q9HD36 whole entry, looked up): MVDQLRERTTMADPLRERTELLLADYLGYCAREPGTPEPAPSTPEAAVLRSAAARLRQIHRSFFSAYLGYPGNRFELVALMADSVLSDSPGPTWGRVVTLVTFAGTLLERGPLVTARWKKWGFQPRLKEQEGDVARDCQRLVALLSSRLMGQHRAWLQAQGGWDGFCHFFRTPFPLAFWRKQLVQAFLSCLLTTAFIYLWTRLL
# RGS7-Gao reg: regulators of human RGS7-Galphao interaction; Multiplexed bead flow cytometry, RGS7-Galphao binding; actives lie on both sides; binding response (% of control), % at 10 µM; 220,000 compounds, 0.35% hits; in the data active = binding response below about 49% or above about 150%; inconclusive = no clear call, values can overlap the other calls; inactive = in between;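 note: fluorescent Galphao held in activated GDP-AlF4 state binding bead-coupled RGS7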
# Bcl-XL Bim block: inhibitors of Bim-Bcl-XL interaction, human | inhibition, % at 10 µM | Bim peptide-Bcl-XL binding, bead flow cytometry, fluorescence | AID 1007 | 190,000 compounds, 0.04% hits
# Target sequence (Q07817 whole entry, looked up): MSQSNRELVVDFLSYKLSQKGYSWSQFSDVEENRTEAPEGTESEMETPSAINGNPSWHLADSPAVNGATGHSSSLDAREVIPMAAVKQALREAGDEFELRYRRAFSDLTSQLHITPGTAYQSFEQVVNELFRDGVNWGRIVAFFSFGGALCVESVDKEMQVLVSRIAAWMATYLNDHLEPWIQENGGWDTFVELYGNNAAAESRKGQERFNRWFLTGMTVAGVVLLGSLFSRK
# Bim-Mcl-1: disrupts Bim peptide binding to human Mcl-1; Q07820; Bead-based flow cytometry, Bim peptide-Mcl-1 binding; inhibition, % at 10 µM; 190,000 compounds, 0.1% hits; AID 1009;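 note: 0% = no compound tracer wells and 100% = peptide blocker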
# ABCG2 block: human ABCG2 inhibition, ABCB1 as counter-screen | IgMXP3 cells, JC-1 efflux, flow cytometry | inhibition, % at 6.6 µM | 190,000 compounds, 0.1% hits;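 active = inhibition above 80%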;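 note: 0% = DMSO and 100% = nicardipine control wells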
#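 Assay system – ABCG2 IgMXP3 and barcoded ABCB1 CCRF-Adr cell mix · Input – 3 million cells/mL in well · Reagent – JC-1 fluorescent substrate · Compound – single test compound dose, 6.6 µM final · Timing – 10 min exposure at 25 °C with rotation, no wash · Detection – flow cytometry of retained JC-1 fluorescence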
# ABCB1 block: human ABCB1 inhibition, ABCG2 as counter-screen | 190,000 compounds, 0.067% hits | P08183 | AID 1326 | CCRF-Adr cells, JC-1 efflux, flow cytometry | inhibition, % at 6.6 µM; in the data active = inhibition above about 40%;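 note: 0% = vehicle and 100% = reference inhibitor; higher value means more JC-1 retained so stronger ABCB1 efflux block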
# * = called active by the depositor; ? = inconclusive; . = not tested or not shown. Cut-off read from the data, not from the text of the source, unless noted: active = inhibition above about 40%.
SMILES,Bcl-2 Bim block,RGS8-Gao,RGS4-Gao reg,Bim-Bcl-W,Bfl-1 Bim block,Bcl-B Bim block,RGS7-Gao reg,Bcl-XL Bim block,Bim-Mcl-1,ABCG2 block,ABCB1 block
NNC(=O)c1nn(-c2ccc(Cl)cc2)ccc1=O,2,96,93,0,2,0,92,1,0,0,-0.1
COC(=O)c1cc(N2C(=O)C3C(C2=O)C2(C)C=CC3(C)O2)ccc1Cl (stereo not drawn),5,97,99,5,3,2,99,0,6,2,0.2
Cc1nnc(SCC(=O)NC2CCS(=O)(=O)C2)n1Cc1ccccc1 (stereo not drawn),-4,102,103,-1,-7,-1,102,-1,-1,0,0.0
O=C(CCc1nc(-c2ccccc2F)no1)NCCN1CCN(Cc2ccccc2)CC1,-7,102,100,-4,-16,-8,100,-10,-4,30,1.8
COc1ccc(-c2noc(CN3CCN(c4ccccc4F)CC3)n2)cc1OC,-5,99,97,-1,-6,0,97,-2,-1,1,0.3
Clc1nc(NCCN2CCOCC2)nc(NCc2ccccc2)n1,-2,98,96,-1,-7,-7,97,0,-1,15,0.0
Cc1noc(C)c1COc1ccc(C(=O)OCC(=O)Nc2ccc3c(c2)OCO3)cc1,-5,103,97,0,-4,0,106,-4,-4,2,0.3
CSc1nc2ccc(NC(=O)C3CCCO3)cc2s1 (stereo not drawn),-3,102,101,0,-11,-6,102,-3,0,2,0.3
CSCCC(NS(=O)(=O)c1ccc2ccccc2c1)C(=O)O (stereo not drawn),-8,102,100,0,-8,-8,102,-4,-3,0,-0.2
Cc1cc(C)n2cc(CSc3ncn[nH]3)nc2n1,2,106,101,2,-2,-1,?,-3,0,8,0.4
CN(C)C(=O)NC(NC(=S)Nc1ccccc1)C(Cl)(Cl)Cl (stereo not drawn),0,91,95,2,11,-35,85,-7,-5,-3,-0.2
COc1ccc(NC(=O)Nc2ccc(N(C)C)cc2)cc1,-1,100,96,6,5,1,99,-1,-1,8,-0.1
Cc1noc(C)c1C(=O)OCC(=O)NC1CC1,0,99,99,4,-2,0,97,4,7,3,0.9
COc1ccc(CC(=O)NCc2nnc(SCC(=O)Nc3cccc(F)c3)n2C)cc1,0,100,102,2,-2,-1,?,0,0,4,0.6
Nc1c(C(=O)NCCN2CCOCC2)c2nc3ccccc3nc2n1-c1ccccc1,-1,101,104,0,-3,-3,104,-3,-1,1,0.4
NNC(=O)CN1C(c2ccccc2)=Nc2ccc(Br)cc2C1c1ccccc1 (stereo not drawn),-2,103,101,-3,-3,-8,102,-6,-3,1,0.1
CCc1ccc2[nH]c(=O)c(CN(CCCN3CCOCC3)C(=O)Nc3ccc(Cl)cc3)cc2c1,-10,100,100,-5,-19,-10,103,-9,-2,22,7.0
Cc1ccc(-c2nnc(N3CCCCC3)c3ccccc23)cc1S(=O)(=O)N(C)C,0,101,100,-1,-3,-1,102,1,1,8,2.7
CCOc1ccc(Cc2c(Cl)nc(N)nc2Cl)cc1,-14,90,98,-2,-16,-11,99,-6,-3,0,0.1
NC(=O)Nc1ccc(C(=O)OCC(=O)Nc2ccc([N+](=O)[O-])cc2C(F)(F)F)cc1,-1,103,99,-3,-2,-2,99,-4,-3,8,-0.2
O=C(c1ccccn1)N1CCN(S(=O)(=O)c2ccc3ccccc3c2)CC1,0,105,104,0,-4,-3,103,-1,3,2,0.6
CSc1nnc(-c2sc(-c3ccccc3)nc2C)n1C,12,87,94,12,15,10,90,16,13,8,0.8
CC(C)Sc1nc(SCC(=O)NCc2ccco2)c2c3c(sc2n1)COC(C)(C)C3,0,98,92,0,2,-3,94,0,-3,7,1.9
N#C/C(=C\C=C\c1ccccc1[N+](=O)[O-])c1nc(-c2ccc3c(c2)OCO3)cs1,-10,102,99,2,-10,-11,104,-3,-4,4,1.5
CCOc1cccc2c1OC(c1cc(OC)c(OC)c(OC)c1)N1N=C(c3ccc(C)o3)CC21 (stereo not drawn),8,98,101,8,10,10,98,10,10,1,0.4

# Not a retest: entries from further up.
SMILES,Bcl-2 Bim block,RGS8-Gao,RGS4-Gao reg,Bim-Bcl-W,Bfl-1 Bim block,Bcl-B Bim block,RGS7-Gao reg,Bcl-XL Bim block,Bim-Mcl-1,ABCG2 block,ABCB1 block
N#C/C(=C\C=C\c1ccccc1[N+](=O)[O-])c1nc(-c2ccc3c(c2)OCO3)cs1,-10,102,99,2,-10,-11,104,-3,-4,4,1.5
CCOc1cccc2c1OC(c1cc(OC)c(OC)c(OC)c1)N1N=C(c3ccc(C)o3)CC21 (stereo not drawn),8,98,101,8,10,10,98,10,10,1,0.4

# Grouped by structure, the compounds so far with a furan ring, fused or not
SMILES,Bcl-2 Bim block,RGS8-Gao,RGS4-Gao reg,Bim-Bcl-W,Bfl-1 Bim block,Bcl-B Bim block,RGS7-Gao reg,Bcl-XL Bim block,Bim-Mcl-1,ABCG2 block,ABCB1 block
CC(C)Sc1nc(SCC(=O)NCc2ccco2)c2c3c(sc2n1)COC(C)(C)C3,0,98,92,0,2,-3,94,0,-3,7,1.9
CCOc1cccc2c1OC(c1cc(OC)c(OC)c(OC)c1)N1N=C(c3ccc(C)o3)CC21 (stereo not drawn),8,98,101,8,10,10,98,10,10,1,0.4

# Only ABCB1 block, Bcl-XL Bim block and ABCG2 block, for four of the compounds above:
SMILES,ABCB1 block,Bcl-XL Bim block,ABCG2 block
Cc1nnc(SCC(=O)NC2CCS(=O)(=O)C2)n1Cc1ccccc1 (stereo not drawn),0.0,-1,0
CSc1nnc(-c2sc(-c3ccccc3)nc2C)n1C,0.8,16,8
Cc1noc(C)c1C(=O)OCC(=O)NC1CC1,0.9,4,3
CN(C)C(=O)NC(NC(=S)Nc1ccccc1)C(Cl)(Cl)Cl (stereo not drawn),-0.2,-7,-3

# (next part)
SMILES,Bcl-2 Bim block,RGS8-Gao,RGS4-Gao reg,Bim-Bcl-W,Bfl-1 Bim block,Bcl-B Bim block,RGS7-Gao reg,Bcl-XL Bim block,Bim-Mcl-1,ABCG2 block,ABCB1 block
CCOc1ccccc1C1C(C(N)=O)=C(C)Nc2nc(-c3ccc(OC)cc3)nn21 (stereo not drawn),-9,102,95,1,-6,-5,97,1,0,3,0.5
CCn1ncc(/C=N\NC(=O)COc2cc(C)cc(C)c2)c1C,0,107,105,2,2,-1,102,-1,0,4,0.7
CC(Oc1ccc(Cl)cc1Cl)C(=O)NNC(=O)C(=O)N1CCCCC1 (stereo not drawn),-1,100,99,-2,0,-7,96,-5,-5,2,.
COC(=O)CC1C(=O)NCCN1C(=O)CSc1nnc(Nc2ccc(C)cc2)s1 (stereo not drawn),-4,101,99,-2,-15,-5,106,-6,-7,0,0.1
N#Cc1cc2c(ccc3ccccc32)oc1=O,0,95,99,-1,-1,-1,98,0,0,3,0.3
COc1cccc(C(=O)Nc2cccc(C(=O)NC3=NN(c4c(Cl)cc(Cl)cc4Cl)C(=O)C3)c2)c1,-5,101,99,1,-3,5,98,-1,-2,0,0.3
CCOC(=O)N1CCN(C(=O)CSc2nnc(-c3ccccc3OC)o2)CC1,-9,101,103,-3,-18,-6,105,-8,-1,15,0.6
O=C(CN1C(=O)COc2ccccc21)N1CCN(c2ccccc2F)CC1,-4,100,104,2,-9,-7,101,-3,-3,0,0.5
CCn1c(N)c(C(=O)NC)sc1=S,-17,69,99,-4,26,-49,126,-18,-16,-1,-0.5
CC(=O)NC1(c2ccccc2)CCN(c2cc(C)nc(-c3ccccc3)n2)CC1,-5,99,100,-1,-5,-2,96,-4,-2,2,0.3
O=C1C2CC=CCC2C(=O)N1CNc1ccccc1 (stereo not drawn),-2,88,86,0,0,-3,95,-6,0,7,1.0
CCN(CC)S(=O)(=O)c1cc(C(=O)OCC(=O)Nc2cccc(C)c2C)ccc1F,-8,103,99,-5,-16,-8,101,-8,-6,3,0.8
Oc1cccc2c(NC(=S)Nc3ccc(SC(F)F)cc3)cccc12,-1,101,107,-4,5,-14,105,-10,-6,-2,-0.3
CC(=O)N(CCP(=O)(c1ccccc1)c1ccccc1)Cc1ccco1,-8,103,101,3,-7,-6,100,0,0,3,1.4
CC(C)=NNc1nc(-c2ccccc2)cs1,5,106,98,0,2,-1,100,1,-1,-2,-0.3
Cc1cccc(NS(=O)(=O)c2cnc[nH]2)c1,-2,85,92,-5,-2,-5,95,-5,-5,3,1.3
O=C1c2ccccc2C(=O)N1CCCOCc1c[nH]c(=O)[nH]c1=O,-13,101,102,-1,-18,-9,99,-9,-4,25,1.5
O=C(Nc1cccc(S(=O)(=O)N2CCCCC2)c1)c1cnccn1,0,98,93,0,-3,-2,90,1,0,3,0.1
CC(=O)N1CCN(c2ccccc2NC(=O)COc2ccc(Cl)cc2Cl)CC1,-1,102,100,0,-1,0,98,-1,1,3,1.7
CCOc1ccc(C(C)=O)cc1COc1ccc(-n2cnnn2)cc1,-7,96,93,0,-10,-5,93,-2,3,2,0.2
COc1cc(/C=C/C(=O)OCC(=O)Nc2ccc3c(c2)OCCO3)ccc1OCC#N,-1,105,105,-3,-4,-5,105,-1,0,9,0.6
COc1ccccc1NC(=S)NCCc1ccc(F)cc1,-7,100,99,-3,-4,-12,?,-6,-3,7,0.6
COc1cc(OC)c(C2=NOC(C(=O)Nc3c(C)nn(CC(=O)N4CCCC4)c3C)C2)cc1Cl (stereo not drawn),-3,102,99,5,-5,0,99,1,2,7,2.8
O=C(Cn1c(NCCO)nc2ccccc21)NCCc1ccccc1,-8,98,95,-3,-7,-2,97,-5,0,1,0.4
Cc1cc(C)n2nc(SCc3cc(=O)oc4cc(C)c(C)cc34)nc2n1,-7,102,104,3,-13,-4,107,-5,0,0,1.0
CCN(CC)Cc1cc(NC2=NS(=O)(=O)c3ccccc32)ccc1OC(=O)C(C)C,-9,94,93,-1,-19,-9,95,-7,-3,6,0.1
CCC(c1nnc(SCC(=O)Nc2cc(Cl)ccc2C#N)n1C1CCCCC1)N(C)C (stereo not drawn),-3,109,105,-1,0,-2,104,-1,0,10,3.2

# Copied from the list.
# CC(=O)N1CCN(c2ccccc2NC(=O)COc2ccc(Cl)cc2Cl)CC1 in Bfl-1 Bim block has -1
# CCOc1ccc(C(C)=O)cc1COc1ccc(-n2cnnn2)cc1 in RGS7-Gao reg has 93
# CCOc1ccccc1C1C(C(N)=O)=C(C)Nc2nc(-c3ccc(OC)cc3)nn21 (stereo not drawn) in ABCB1 block has 0.5
# COc1cc(/C=C/C(=O)OCC(=O)Nc2ccc3c(c2)OCCO3)ccc1OCC#N in ABCB1 block has 0.6
# COc1ccccc1NC(=S)NCCc1ccc(F)cc1 in RGS4-Gao reg has 99
# CCC(c1nnc(SCC(=O)Nc2cc(Cl)ccc2C#N)n1C1CCCCC1)N(C)C (stereo not drawn) in RGS4-Gao reg has 105

# Hits appear at their usual frequency. Share with any hit: about 0.94%.
